ABCG2 block: ABCG2 efflux pump inhibitors, primary screen, multiplex with ABCB1, IgMXP3 cells, flow cytometry; inhibition, % at 6.6 µM; hit rate 0.1% among 190,000; JC-1 efflux; AID 1325, 2008; Broad substrate specificity ATP-binding cassette transporter ABCG2 (Homo sapiens), Q9UNQ0;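 active means inhibition above 80%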;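 further: 0% = DMSO and 100% = nicardipine control wells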
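Test system: IgMXP3 (ABCG2) plus far-red-tagged CCRF-Adr (ABCB1) cells / Amount: 3 million cells/mL in well / Reagent: JC-1 transporter substrate / Timing: 10 min compound exposure, 25 °C / Signal: flow cytometry, 530 nm JC-1 signal / Read-out: percent efflux inhibition, scaled nicardipine 100% to DMSO 0% / Benchmarks: nicardipine as high control, DMSO as low control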
Rab7 wt GTP bind: modulators of GTP binding to Rab7, primary screen, biochemical, wildtype, multiplex bead flow cytometry; GST-Rab7 beads, fluorescent GTP binding; actives lie on both sides; untreated = 100%, excess cold GTP = 0%; Rab7 GTPase wild type (dog), Bodipy-FL-GTP binding; GTP binding activity (percent of control), % at 10 µM; hit rate 0.055% among 190,000;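 active means fluorescent GTP binding to Rab7 beads changed by at least 20 points from the 100% baseline, either direction, mostly lower; inconclusive means compound itself probably fluorescent, or too few beads counted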;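 further: median green fluorescence of bound Bodipy-FL-GTP per Rab7 bead population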
Rab2 wt GTP: modulators of GTP binding to Rab2A wildtype, primary screen, biochemical, dog, bead-based flow cytometry, multiplex; AID 760, 2007; GST-Rab2 wt beads, Bodipy-GTP binding; GTP binding activity, % at 10 µM; Ras-related protein Rab-2A (Canis lupus familiaris), P61105; hit rate 0.19% among 190,000;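 active means GTP binding activity at least 20 points away from 100%, either lowered or raised; inconclusive means signal likely due to the compound's own green fluorescence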;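 further: 0% = beads with excess unlabeled GTP and 100% = no-compound control corrected for plate trend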
Rac1 wt modul: wildtype Rac1 GTP binding modulators, primary screen, biochemical, GST-Rac1 beads, flow cytometry, multiplex; fluorescent GTP binding; actives lie on both sides; 0 = cold GTP competed, 100 = untreated; GTP binding activity (% of control), % at 10 µM; hit rate 0.27% among 190,000; AID 757, 2007;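 active means GTP binding activity at least 20 points away from the 100% control level, either lower or higher; inconclusive means compound flagged as likely green fluorescent, judged across all proteins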
Pf gametocyte: late stage P. falciparum gametocyte viability inhibitors, primary screen, ATP luminescence, HTS; P. falciparum stage V gametocytes, 24 h; inhibition, % at 10.9 µM; hit rate 0.065% among 150,000;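 active means inhibition above the mean plus 3 SD of compounds within the control limits, set per campaign, cut at about 38% in these data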;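 further: 0% = DMSO wells and 100% = medium only without gametocytes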
Cdc42 wt: modulators of GTP binding to wildtype Cdc42, primary screen, biochemical, multiplex bead flow cytometry, Bodipy-GTP | GST-Cdc42 beads; actives lie on both sides | percent activity (GTP binding), % at 10 µM | hit rate 0.2% among 190,000 | AID 761, 2007;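 active means percent activity GTP binding at least 20 points away from the 100% baseline, either down as inhibitor or up as activator; inconclusive means compound flagged as likely green fluorescent from well-wide comparison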;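 further: median bead fluorescence of bound Bodipy-FL-GTP at 100 nM; 0% = excess unlabeled GTP control and 100% = no compound control; below 100% means less GTP binding so inhibitor and above means activator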
Avidin fluor: green autofluorescence of compounds with avidin beads – biophysical, 488/530 nm, flow cytometry, artefact control, profiling panel; compound fluorescence 488/530 nm; hits give high values; fluorescence (KMESF) at 10 µM; hit rate 0.38% among 220,000; AID 1775, 2009; in the data active means fluorescence above about 47; further: inactives centre near 10
ABCB1 block: ABCB1 efflux pump inhibitors, primary screen, cell-based, multiplex, flow cytometry, ABCG2 counter-screen; ATP-dependent translocase ABCB1 (Homo sapiens), P08183; CCRF-Adr cells, JC-1 efflux; inhibition, % at 6.6 µM; hit rate 0.067% among 190,000; AID 1326, 2008; in the data active means inhibition above about 40%;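 further: 0% = vehicle and 100% = reference inhibitor; higher value means more JC-1 retained so stronger ABCB1 efflux block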
Target sequence (P08183 whole entry, looked up): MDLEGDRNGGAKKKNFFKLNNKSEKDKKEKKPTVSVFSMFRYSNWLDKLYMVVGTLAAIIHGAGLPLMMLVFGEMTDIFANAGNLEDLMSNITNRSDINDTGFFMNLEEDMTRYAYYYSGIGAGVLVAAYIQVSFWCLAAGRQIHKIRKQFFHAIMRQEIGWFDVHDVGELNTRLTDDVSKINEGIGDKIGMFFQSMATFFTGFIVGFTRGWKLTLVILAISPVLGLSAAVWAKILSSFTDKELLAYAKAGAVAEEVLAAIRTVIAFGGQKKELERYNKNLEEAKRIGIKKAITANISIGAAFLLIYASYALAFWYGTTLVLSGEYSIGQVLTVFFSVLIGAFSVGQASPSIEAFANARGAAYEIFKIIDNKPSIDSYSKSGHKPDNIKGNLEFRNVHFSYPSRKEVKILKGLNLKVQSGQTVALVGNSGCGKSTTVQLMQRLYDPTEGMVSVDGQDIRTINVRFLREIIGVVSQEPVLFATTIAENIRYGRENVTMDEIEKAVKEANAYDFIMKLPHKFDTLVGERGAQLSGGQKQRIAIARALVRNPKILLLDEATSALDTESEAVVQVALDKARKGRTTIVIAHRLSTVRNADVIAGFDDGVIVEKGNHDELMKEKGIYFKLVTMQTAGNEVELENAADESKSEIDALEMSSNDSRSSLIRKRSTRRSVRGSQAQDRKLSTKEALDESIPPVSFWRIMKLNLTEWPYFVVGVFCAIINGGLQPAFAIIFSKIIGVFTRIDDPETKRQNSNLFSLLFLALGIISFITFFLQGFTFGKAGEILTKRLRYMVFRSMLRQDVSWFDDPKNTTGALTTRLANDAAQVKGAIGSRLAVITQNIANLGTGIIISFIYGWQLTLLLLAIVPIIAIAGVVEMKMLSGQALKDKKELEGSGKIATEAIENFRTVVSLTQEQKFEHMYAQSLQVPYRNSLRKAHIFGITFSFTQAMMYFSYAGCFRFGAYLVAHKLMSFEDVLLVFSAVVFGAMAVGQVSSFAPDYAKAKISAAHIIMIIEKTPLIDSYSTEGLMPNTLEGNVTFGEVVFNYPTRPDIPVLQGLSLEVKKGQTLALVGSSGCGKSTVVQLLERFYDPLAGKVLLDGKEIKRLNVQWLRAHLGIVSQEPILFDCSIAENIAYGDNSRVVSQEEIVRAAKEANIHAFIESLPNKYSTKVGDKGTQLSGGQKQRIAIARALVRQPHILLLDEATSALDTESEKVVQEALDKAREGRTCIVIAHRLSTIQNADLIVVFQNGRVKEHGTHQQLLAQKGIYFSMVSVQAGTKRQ
Rac1 act GTP bind: GTP binding modulators of activated mutant Rac1, primary screen, biochemical, bead-based flow cytometry, multiplex, fluorescent GTP. Ras-related C3 botulinum toxin substrate 1 (Homo sapiens), P63000. GST-Rac1 activated beads; actives lie on both sides; 100% means binding = to untreated wells. percent activity (GTP binding), % at 10 µM. hit rate 0.11% among 190,000. AID 764, 2007;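 active means GTP binding at least 20 percentage points away from the 100% baseline, in either direction, so actives lie on both sides; inconclusive means Compound likely fluorescent itself, or too few beads counted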
HRas wt GTP bind: modulators of GTP binding to HRas wildtype, primary screen, biochemical, bead-based flow cytometry, multiplex; GTPase HRas (Homo sapiens), P01112; GST-Ras wt beads, Bodipy-FL-GTP binding; actives lie on both sides; GTP binding activity, % at 10 µM; hit rate 0.14% among 190,000;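 active means GTP binding activity at least 20% away from the 100% baseline, either lowered as inhibitor or raised as activator; inconclusive means flagged as likely green fluorescent, judged across all proteins in the well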;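 further: 0% = unlabeled GTP competition control and 100% = no-compound control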
GSH bead fluor: compound fluorescence on glutathione beads, profiling panel, artefact control, biophysical, 488/530 nm, flow cytometry. fluorescence (KMESF) at 10 µM. GSH beads flow cytometry, compound fluorescence 488/530 nm; hits give high values. hit rate 0.25% among 190,000; in the data active means fluorescence above about 89;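 further: glutathione beads carrying GST-tagged Bcl family fusion proteins plus one bare bead set; values are compound well signal with DMSO vehicle wells as background; inactives centre near 16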
* = called active by the depositor; ? = inconclusive; · = no result given; & = joins results of further samples.

SMILES	ABCG2 block	Rab7 wt GTP bind	Rab2 wt GTP	Rac1 wt modul	Pf gametocyte	Cdc42 wt	Avidin fluor	ABCB1 block	Rac1 act GTP bind	HRas wt GTP bind	GSH bead fluor
O=C1CC(N(O)c2ccccc2)C(=O)N1c1cc(Cl)cc(Cl)c1 (stereo not given)	2.3	100.0	103.0	101.0	·	103.0	7	0.3	99.0	103.0	21
CC(=O)Nc1nnc(SCc2ccc(C(=O)Nc3ccccc3F)cc2)s1	2.0	106.0	100.0	100.0	0.0	101.0	9	0.1	101.0	99.0	15
O=C(CN1CCCCC1)Nc1nnc(-c2ccc([N+](=O)[O-])cc2)s1	3.9	96.0	100.0	100.0	·	102.0	13	1.2	98.0	102.0	29
COc1ccccc1NC(=O)c1cc2n(n1)C(C(F)(F)F)CC(c1ccc3c(c1)OCO3)N2 (stereo not given)	8.6	101.0	99.0	100.0	·	100.0	7	0.5	99.0	100.0	33
CCOC(=O)C1=C(O)/C(=C\c2ccc(OC)c(OC)c2)N=C1C	1.6	102.0	100.0	102.0	·	103.0	41	0.4	101.0	100.0	18
C=CCNC(=O)c1ccccc1S(=O)c1ccccc1C#N (stereo not given)	1.2	?	?	?	2.8	?	37	0.1	?	?	12
Cc1c(CCO)sc[n+]1CC(=O)OC12CC3CC(CC(C3)C1)C2	1.6	99.0	102.0	102.0	·	100.0	11	0.3	99.0	101.0	15
CC(=O)N1CC(=O)N=C1SCC(=O)Nc1nc(-c2ccccc2)c(-c2ccccc2)s1	-1.6	98.0	96.0	97.0	7.0	97.0	3	2.3	99.0	97.0	10
COc1ccccc1N1CCN(C(=O)CCNS(=O)(=O)c2ccc3c(c2)CCC(=O)N3)CC1	-0.2	103.0	101.0	108.0	-13.0	101.0	7	-0.1	100.0	102.0	9
CCOC(=O)CCCNC(=O)COC(=O)CCC(=O)c1ccc(F)cc1	0.1	93.0	97.0	99.0	·	101.0	7	0.0	97.0	98.0	6
COc1ccc(/C=N/Nc2nncc3ccccc23)cc1	17.1	99.0	100.0	105.0	12.2	103.0	10	0.1	101.0	100.0	10
CCc1ccc2[nH]cc(C(=O)N3CCCCCC3)c(=O)c2c1	1.6	95.0	98.0	101.0	·	101.0	31	0.5	98.0	98.0	24
Cc1cccc(CN2CCN(CC(=O)NCCCN3CCCC3=O)C2=O)c1	3.0	103.0	99.0	105.0	8.1	104.0	12	0.9	98.0	102.0	75
CCOC(=O)C(NC(C)=O)(NS(=O)(=O)c1ccccc1)C(F)(F)F (stereo not given)	0.1	103.0	102.0	106.0	·	103.0	9	0.1	101.0	103.0	5
COc1ccnc(Nc2cccc(C)c2)c1C#N	3.0	102.0	102.0	102.0	-15.7	100.0	17	0.6	101.0	101.0	19
CN(C)CCN1CCc2ccccc21	12.2	104.0	105.0	107.0	-39.1	102.0	16	0.0	98.0	101.0	25
Cc1cc(NC(=O)CCC(=O)NNC(=O)c2ccc(C(C)(C)C)cc2)no1	5.1	99.0	101.0	108.0	3.0	103.0	8	0.5	103.0	102.0	4
COc1ccc(C)cc1S(=O)(=O)N(CC(N)=O)Cc1ccccc1	2.6	100.0	99.0	108.0	-18.2	102.0	9	0.5	99.0	99.0	18
CSc1nnc(CNC(=O)c2ccccc2)n1-c1cccc(C)c1	0.6	102.0	99.0	100.0	·	95.0	6	0.3	98.0	98.0	19
CCC(=O)Oc1ccc2c(C)cc(=O)oc2c1C(=O)c1ccccc1	1.6	98.0	96.0	103.0	16.0	99.0	2	0.5	100.0	101.0	5
COc1ccccc1/C=C/C=N/NC(=O)CCn1nnc2ccccc21	17.6	100.0	99.0	104.0	-2.3	99.0	14	0.7	101.0	103.0	20
COCCN1CN(S(=O)(=O)c2ccc(Cl)cc2)c2nc3ccccc3nc21	1.0	95.0	106.0	102.0	·	104.0	13	1.4	102.0	104.0	61
Cc1cc(C)c(S(=O)(=O)N2CCN(C(=O)c3cccs3)CC2)c(C)c1	6.5	106.0	101.0	102.0	-15.7	101.0	12	1.4	100.0	101.0	18
COc1ccc(C)cc1NC(=S)NC12CN3CN(CN(C3)C1)C2	-3.1	102.0	97.0	97.0	·	95.0	10	-0.6	95.0	96.0	9
CCOC(=O)c1nc2sc3c(c2c(=O)[nH]1)CCCC3	2.6	102.0	99.0	99.0	·	101.0	46&22	0.2	99.0	101.0	14
SMILES	ABCG2 block	Rab7 wt GTP bind	Rab2 wt GTP	Rac1 wt modul	Pf gametocyte	Cdc42 wt	Avidin fluor	ABCB1 block	Rac1 act GTP bind	HRas wt GTP bind	GSH bead fluor
Cc1nccn1-c1cc(C(C)(C)C)nc2c(-c3ccccc3)cnn12	18.8	101.0	95.0	103.0	-4.1	97.0	14	0.3	99.0	99.0	3
Cc1ccc(C(=O)N(CN2CCCC2=O)c2ccc(F)cc2)cc1	1.0	94.0	91.0	92.0	12.8	96.0	8	0.4	94.0	93.0	15
COc1ccc(OC)c(NC(=O)C2CCN(c3cc(-c4ccccc4)nc4ncnn34)CC2)c1	4.3	104.0	100.0	98.0	-19.8	99.0	14	1.1	98.0	100.0	9
CC(=O)c1ccccc1OC(=O)COc1ccc(Cl)cc1C	3.6	99.0	97.0	98.0	-9.8	96.0	10	-0.3	94.0	96.0	10
Nn1c(SCC(=O)N2CCOCC2)nnc1C1CC1	0.3	103.0	97.0	96.0	2.9	96.0	9	0.5	93.0	96.0	20
CN(C)/C=C/C(=O)c1cnc(-c2ccccc2Cl)s1	3.0	99.0	97.0	101.0	-20.4	98.0	8	0.5	97.0	99.0	17
C=CCOc1ccccc1/C=N/O	0.1	101.0	101.0	98.0	-11.2	99.0	20	0.1	98.0	98.0	27
Cc1nc(C)c(/C(O)=C/c2nc3ccc([N+](=O)[O-])cc3oc2=O)o1	-0.5	95.0	95.0	98.0	·	96.0	10	0.0	97.0	95.0	73
O=C(NC(=S)Nc1cccc(NC(=S)NC(=O)c2ccco2)n1)c1ccco1	-2.0	109.0	100.0	97.0	-3.2	96.0	26	-0.9	95.0	100.0	10
CC(=O)Oc1ccc2ccccc2c1C(NC(=O)Cc1ccccc1)c1ccccc1 (stereo not given)	4.0	100.0	97.0	95.0	·	97.0	5	1.8	95.0	97.0	37
C1=C(CCNc2ncnc3c2[nH]c2ccccc23)CCCC1	5.8	100.0	100.0	101.0	9.7	96.0	15	0.8	102.0	101.0	18
Cc1ccc(-n2ncc3c(NCc4ccccn4)ncnc32)c(C)c1	10.0	93.0	91.0	94.0	6.1	96.0	13	1.2	93.0	95.0	28
CCOc1cc2nc(-c3ccc(OC)c(OC)c3)nc(NCCCN3CCOCC3)c2cc1OC	3.0	?	?	?	-40.9	?	11	0.9	?	?	8
COc1ccccc1/C=C/C=N/NC(=O)c1ccc(=O)n(C)c1	2.3	95.0	100.0	99.0	·	101.0	14	0.0	102.0	99.0	16
CC1=NNC(=O)C1CC(=O)N/N=C/C(C)=C/c1ccccc1 (stereo not given)	0.5	104.0	100.0	99.0	-0.1	97.0	20	0.2	98.0	99.0	11
O=C(NC(=S)NCc1cccnc1)c1ccccc1[N+](=O)[O-]	-1.8	100.0	99.0	101.0	·	100.0	7	0.2	98.0	99.0	9
Cc1cccc(C)c1OCCN1C(=O)NC(C)(c2ccccc2)C1=O (stereo not given)	2.1	97.0	95.0	95.0	4.2	94.0	6	-0.7	93.0	94.0	12
Cc1ccccc1NC(=S)NC(C)CCc1ccccc1 (stereo not given)	18.9	99.0	97.0	105.0	·	103.0	17	-0.6	100.0	98.0	13
COC(=O)c1ccc(CNC(=O)CSc2nnc(COc3ccccc3)n2C)o1	0.9	99.0	102.0	105.0	·	102.0	16	0.9	101.0	100.0	22
CCn1cc(C(=O)N2CCN(c3ccc(OC)cc3)CC2)c(=O)c2cc(S(=O)(=O)N3CCCCC3)ccc21	1.9	90.0	95.0	94.0	-9.9	93.0	9	0.7	92.0	92.0	13
Cc1ccccc1NC(=S)Nc1cccc2cnccc12	1.7	92.0	96.0	96.0	·	95.0	11	0.4	96.0	95.0	11
O=C(CC1Sc2ccccc2NC1=O)OCc1cc(=O)oc2cc(O)ccc12 (stereo not given)	-2.7	101.0	96.0	97.0	-1.5	94.0	13	-0.9	96.0	96.0	8
CC(c1ccccc1)N1CC(C(=O)O)CC1=O (stereo not given)	-3.4	95.0	95.0	99.0	-12.7	95.0	8	-0.9	96.0	97.0	10
COc1ccc(C2CC(c3ccc(Cl)cc3)=NN2C(=O)c2cccc([N+](=O)[O-])c2)cc1 (stereo not given)	42.8	96.0	96.0	99.0	1.8	95.0	21	1.5	97.0	96.0	15
CCCC1C(C#N)=C(N)Oc2n[nH]c(C(C)(C)C)c21 (stereo not given)	-1.4	99.0	98.0	101.0	9.8	101.0	5	-0.2	98.0	98.0	23
SMILES	ABCG2 block	Rab7 wt GTP bind	Rab2 wt GTP	Rac1 wt modul	Pf gametocyte	Cdc42 wt	Avidin fluor	ABCB1 block	Rac1 act GTP bind	HRas wt GTP bind	GSH bead fluor
COc1ccc(OCc2ccc(C(=O)NN)cc2)cc1	-1.0	102.0	103.0	112.0	·	103.0	12	-0.4	100.0	103.0	63
COc1ccc(OC)c2[nH]c(=O)c(CCNC(C)=O)cc12	2.0	102.0	101.0	107.0	·	101.0	5	0.7	102.0	102.0	15
Clc1ccc(CN2CCN(c3ncnc4scc(-c5cccs5)c34)CC2)cc1	1.9	103.0	104.0	111.0	-3.1	106.0	19	1.6	97.0	105.0	12
CN(Cc1cnccn1)Cc1nc(Cc2ccccc2F)no1	6.0	97.0	95.0	98.0	4.4	96.0	8	0.4	97.0	98.0	18
CCn1cc([N+](=O)[O-])c(C(=O)Nc2ccn(Cc3ccccc3F)n2)n1	2.7	96.0	97.0	102.0	·	102.0	29	0.3	98.0	99.0	18
CC1CCN(CCCn2c(SCC(=O)Nc3ccccc3Cl)nc3ccccc3c2=O)CC1	9.9	96.0	98.0	106.0	-24.2	99.0	11	2.6	100.0	101.0	15

Assay outcomes (PubChem BioAssay)
